Screening results from PubChem.
CXCR6 inh: blocks human CXCR6 beta-arrestin recruitment; CHO-K1 PathHunter CXCR6 beta-arrestin, luminescence; inhibition, % at 20 µM; 0.36% of 360,000 active; AID 602244; in the data active = inhibition above about 34%, passing the limit was not always enough;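 note: antagonist mode with CXCL16 agonist at 10 nM final; 0% = 10 nM CXCL16 with DMSO and 100% = unstimulated wells without agonist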
Target sequence (O00574 whole entry, looked up): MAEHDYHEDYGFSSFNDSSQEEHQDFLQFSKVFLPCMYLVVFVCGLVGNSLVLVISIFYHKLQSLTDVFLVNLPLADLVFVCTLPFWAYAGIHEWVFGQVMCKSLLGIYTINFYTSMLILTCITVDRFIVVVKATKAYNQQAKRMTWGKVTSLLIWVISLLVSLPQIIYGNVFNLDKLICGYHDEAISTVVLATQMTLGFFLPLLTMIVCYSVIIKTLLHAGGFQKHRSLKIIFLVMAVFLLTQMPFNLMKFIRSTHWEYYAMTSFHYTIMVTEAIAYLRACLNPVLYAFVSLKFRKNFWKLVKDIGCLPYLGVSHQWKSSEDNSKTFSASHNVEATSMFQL
EBI2 block: blocks human EBI2 receptor beta-arrestin signaling; AID 651636; EBI2 beta-arrestin recruitment, luminescence, 7a,25-OHC stimulated; P32249; 0.81% of 360,000 active; inhibition, % at 5 µM; in the data active = inhibition above about 38%;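 note: enzyme fragment complementation signal reports receptor beta-arrestin coupling in cells; 0% = agonist plus DMSO wells and 100% = wells without agonist; some results beyond the cut were filed as inactive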
Target sequence (P32249 whole entry, looked up, the tested form may be a part): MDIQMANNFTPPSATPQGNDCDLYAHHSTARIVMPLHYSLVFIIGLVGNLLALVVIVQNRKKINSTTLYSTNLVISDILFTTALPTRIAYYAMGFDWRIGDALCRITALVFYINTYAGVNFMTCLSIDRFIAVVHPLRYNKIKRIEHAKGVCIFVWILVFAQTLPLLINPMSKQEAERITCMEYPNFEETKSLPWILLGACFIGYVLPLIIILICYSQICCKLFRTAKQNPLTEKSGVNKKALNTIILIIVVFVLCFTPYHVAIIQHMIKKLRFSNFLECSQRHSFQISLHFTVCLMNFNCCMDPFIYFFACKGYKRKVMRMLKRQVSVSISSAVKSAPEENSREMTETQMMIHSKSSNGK
UPR XBP1 act: adaptive UPR (XBP1) activation; CHO-XBP1 luciferase reporter, IRE1-XBP1 UPR activation, luminescence; percent of tunicamycin response, DMSO as zero; activation, % at 20 µM; 0.33% of 330,000 active; AID 463104;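 active = versus positive control, 20 µM dose yields 30% or more activation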;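 note: 100% = tunicamycin at 10 µg/mL and 0% = DMSO only wells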
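Material: CHO cell line with stable XBP1 luciferase reporter; schedule: 16-18 h cell attachment at 37 °C, then 6 h compound exposure; signal: glow luminescence from Steady-Glo reagent; medium: serum-containing F12 medium, 10% FBS; benchmarks: tunicamycin 10 µg/mL and vehicle-only wells; read-out: percent activation relative to tunicamycin reference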
APJ ag: agonists of human APJ apelin receptor; activation, % at 20 µM; AID 2520; P35414; CHO-K1 APJ PathHunter beta-arrestin, luminescence; 0% DMSO wells, 100% apelin; 0.11% of 330,000 active;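 active = activation more than six SD over the plate average, tested at 20 µM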;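 note: 0% = DMSO alone and 100% = apelin-13 at 10 nM; some results filed as inactive read as strong as hits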
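Test system – PathHunter CHO-K1 APJ (AGTRL-1) beta-arrestin reporter cells · Input – 1000 cells/well · Compound – single test compound dose, 20 µM final, 1% DMSO · Times – compound stimulation 90 min at 25 °C, detection 60 min · Technique – beta-gal luminescence · Read-out basis – APJ–arrestin association signal · Control set – negative DMSO alone, positive Apelin-13 at 10 nM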
CCR6 antagonist: blocks CCL20-driven beta-arrestin recruitment at human CCR6; 0.49% of 340,000 active; inhibition, % at 20 µM; CHO-K1 CCR6 PathHunter beta-arrestin, luminescence, CCL20-stimulated; P51684;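 active = compounds whose inhibition of the agonist-driven luminescence signal at 20 µM reaches about 50%, limit read from the data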;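 note: cells stimulated with CCL20 at 14 nM final; plate controls were DMSO with CCL20 for no effect and DMSO without agonist for full effect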
APJ antagonist: APJ receptor antagonism | P35414 | CHO-K1 APJ beta-arrestin complementation, luminescence | inhibition, % at 20 µM | 0.32% of 330,000 active;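 active = inhibition above about 40% at 20 µM, limit read from the data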;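 note: cells challenged with 10 nM apelin-13 agonist together with compound; plate controls were apelin-13 plus DMSO wells for no effect and DMSO wells lacking apelin-13 for full effect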
Mdm2-MdmX inh: disrupts the human Mdm2-MdmX interaction | SaOS-2 split-luciferase Mdm2/MdmX complementation, luminescence | 3% of 330,000 active | inhibition, % at 8 µM | O15151+Q00987 | AID 485346;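 active = inhibition of at least 50% at 8 µM in the primary screen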
CHOP UPR activ: apoptotic UPR (CHOP) activation | CHO-CHOP luciferase reporter, luminescence; percent of tunicamycin response over DMSO baseline | activation, % at 10 µM | 0.34% of 330,000 active | AID 449763;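 active = at 10 µM dose, activation of 40% or more, normalized to positive control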;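 note: 100% = tunicamycin at 10 µg/mL and 0% = DMSO alone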
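System: CHO-CHOP luciferase reporter cell line | Buffer or medium: F12 medium containing 10% fetal bovine serum | Doses: One dose, 10 µM in 0.5% DMSO | Times: 6 h compound exposure at 37 °C after overnight seeding | Signal: Luciferase luminescence | Read-out: % activation vs tunicamycin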
tim23-1 inh: tim23-1 yeast growth inhibition; S. cerevisiae tim23-1 growth, BacTiter-Glo luminescence, 24 h; inhibition, % at 20 µM; 1.3% of 330,000 active;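 active = growth inhibition of the mutant yeast at or above 50%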;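 note: temperature-sensitive mutant grown at 25 °C; plate controls were DMSO-treated mutant yeast for no effect and medium wells lacking yeast for full effect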
* hit, by the source's call.

Screens in order – CXCR6 inh	EBI2 block	UPR XBP1 act	APJ ag	CCR6 antagonist	APJ antagonist	Mdm2-MdmX inh	CHOP UPR activ	tim23-1 inh
Cc1ccc(SCc2c(C(=O)N/N=C/c3ccncc3)nnn2-c2nonc2N)cc1
 : -10	15	-1	5	9	3	25	-2.5	-2
CC(C)(C)c1ccc(OCc2ccc(C(=O)N3CCOCC3)o2)cc1
 : -16	16	1	4	14	-10	11	-0.5	7
Cc1ccnc(NC(=O)c2cnc(Cl)c(Cl)c2)c1
 : -3	-18	3	2	0	12	-1	7.3	32
CC(=O)Oc1c(Cl)cc(Cl)cc1/C=C/c1ccc2ccccc2n1
 : -19	31	5	-3	-36	-12	9	3.4	35
C[C@@H]1COC(=O)[C@H](NC(=O)OCC2c3ccccc3-c3ccccc32)C/C=C\C[C@@H](CC(=O)N[C@@H](CO)Cc2ccccc2)C(=O)N1
 : -10	-10	1	-2	2	8	-2	1.4	11
O=C1S/C(=C/c2ccccc2F)C(=O)N1CCN=C1NS(=O)(=O)c2ccccc21
 : -10	-6	-1	0	4	7	21	-2.3	14
CCCOC(=O)c1c(N)sc(C(=O)OCC)c1C
 : -13	-4	7	-3	3	6	-45	4.6	13
O=c1c2c(-c3cccs3)csc2ncn1-c1ccc(Br)cc1
 : 4	1	0	0	5	-15	3	-1.0	59*
N#CCC(=O)N/N=C/c1coc2ccccc2c1=O
 : -8	-4	0	0	4	3	25	3.5	24
CCc1ccc([C@@H]2CC=C(C(=O)O)[C@H](c3cccc(Cl)c3)N2S(=O)(=O)c2ccc(C)cc2)cc1
 : 0	-10	-3	-3	-2	-8	8	1.4	15
CC(C)CCNC(=O)c1cn(CC(C)C)c(=O)c2c1c1ccccc1n2C
 : 1	1	1	-4	-2	-1	-10	1.3	9
O=C(N/N=C\c1ccc([N+](=O)[O-])s1)c1cncc(Br)c1
 : 3	2	-1	0	30	8	58*	4.1	69*
COc1ccc(NC(=O)Nc2cccc3c2O[C@H](CN(C)C(=O)Nc2ccc(C(F)(F)F)cc2)[C@@H](C)CN([C@H](C)CO)C3=O)cc1
 : -4	4	-3	5	10	-4	11	1.6	-9
Cc1ccc(NC(=O)/C(C#N)=N/Nc2ccc(C(=O)O)cc2)c(C)c1
 : 15	11	-1	-4	28	16	1	0.0	17
CCOC(=O)C(Cc1ccccc1)(NC(C)=O)C(=O)OCC
 : 0	0	-1	1	-4	4	5	-2.1	2
COc1ccc([N+](=O)[O-])cc1N(CC(=O)NCCC1=CCCCC1)S(C)(=O)=O
 : 5	0	-5	-3	9	-1	15	-1.5	1
Cc1ccc(C)c(S(=O)(=O)N/N=C/c2ccc(N3CCOCC3)cc2)c1
 : -3	-13	-1	0	9	8	16	-2.6	13
CC(=O)c1ccc(OCC(O)Cn2nnc3ccccc32)cc1 (stereo not given)
 : 0	8	0	2	18	5	-16	-1.4	-10
CCn1c(SCC(=O)NCCc2ccccc2)nc2sc3c(c2c1=O)CCN(C)C3
 : 9	1	1	-7	1	17	12	-0.2	5
Cn1ncc([N+](=O)[O-])c1C(=O)Nc1ccn(Cc2ccccc2F)n1
 : 2	4	0	-2	-1	-5	-13	3.0	16

Profiles, looked up by structure. Values in the order: CXCR6 inh	EBI2 block	UPR XBP1 act	APJ ag	CCR6 antagonist	APJ antagonist	Mdm2-MdmX inh	CHOP UPR activ	tim23-1 inh
CCn1c(SCC(=O)NCCc2ccccc2)nc2sc3c(c2c1=O)CCN(C)C3 across the screens: 9	1	1	-7	1	17	12	-0.2	5
CC(C)CCNC(=O)c1cn(CC(C)C)c(=O)c2c1c1ccccc1n2C across the screens: 1	1	1	-4	-2	-1	-10	1.3	9

Carrying on:
Screens in order – CXCR6 inh	EBI2 block	UPR XBP1 act	APJ ag	CCR6 antagonist	APJ antagonist	Mdm2-MdmX inh	CHOP UPR activ	tim23-1 inh
NC(=O)c1ccc(OCC2CCCO2)cc1 (stereo not given)
 : -3	3	-5	1	16	-12	-5	-0.5	3
Cc1ccc(NC(=O)C(OC(=O)c2ccc(O)cc2)c2ccccc2)cc1Cl (stereo not given)
 : 14	12	-2	-2	11	15	30	-2.7	-118
O=[N+]([O-])c1cccc(Cl)c1NCCNc1ncc(C(F)(F)F)cc1Cl
 : 5	2	2	-2	16	43*	1	-0.1	-2
COc1ccc(/C=N/NC(=O)c2ccc(NC(=O)c3cccc([N+](=O)[O-])c3)cc2)c(OC)c1
 : -1	0	4	-2	-11	-28	0	1.4	-21
Cc1ccccc1CSCC(=O)Nc1ccccc1Br
 : -1	-8	1	-5	8	16	12	4.1	27
CCOC(=O)N1CCN(C(=O)CCS(=O)(=O)c2cc3c(cc2Cl)NC(=O)CO3)CC1
 : -7	-2	2	-4	-6	14	-23	1.8	-5
COc1cc(-c2nnc(-c3cc(OC)c(OC)c(OC)c3)o2)cc(OC)c1OC
 : 1	-8	1	2	-5	5	18	2.4	9
CCOc1ccc(N(CC(=O)NC2CCCCC2C)S(=O)(=O)c2c(C)noc2C)cc1 (stereo not given)
 : 3	-4	-1	-1	17	3	2	-0.8	-4
CC(=O)SC1CC(=O)N(c2ccc(C(C)(C)C)cc2)C1=O (stereo not given)
 : 2	10	0	-6	25	18	4	1.5	43
COc1ccc2cc(N=Cc3nc(-c4ccc(C)cc4)oc3O)cnc2c1
 : -3	1	-1	-4	14	-3	42	1.2	-50
CC(C)CCCC(C)CCOC(=O)CN1CCCC1 (stereo not given)
 : -3	-4	-3	-1	12	7	-1	0.4	14
CN(C)C(=O)c1ccc(NC(=O)c2ccccc2Sc2ccccc2C#N)cc1
 : 0	-23	0	-1	4	-11	11	8.6	9
COc1ccccc1N1CCN(C(CNS(=O)(=O)c2cc(F)ccc2F)c2cccnc2)CC1 (stereo not given)
 : 4	8	4	-2	8	3	10	-0.9	7
COc1ccc(NC(=O)NCCCN2CCc3ccccc3C2)cc1
 : 2	-2	1	0	11	-35	-1	0.2	-6
Cc1ccccc1-c1nc(CS(=O)(=O)CC(=O)NC2CCCCC2C)c(C)o1 (stereo not given)
 : 2	-4	-4	0	-8	-22	-14	1.0	15
COc1cc2oc(-c3ccc(O)cc3)cc(=O)c2c(OC)c1O
 : -7	0	3	-4	-1	1	51*	1.1	-6
CC(OC(=O)c1cc2ccccc2cc1O)C(=O)Nc1ccc(S(N)(=O)=O)cc1 (stereo not given)
 : -6	1	-3	4	-4	0	3	0.3	7
CC(=O)c1ccc(NC(=S)Nc2cccc(S(=O)(=O)Nc3c(C)n(C)n(-c4ccccc4)c3=O)c2)cc1
 : -8	-2	-1	-1	0	20	-3	1.0	-14
Cn1c(=O)c(C#N)c(-c2ccccc2)n2cnnc12
 : 0	2	-2	-3	15	4	8	1.0	4
Cc1cccc(-n2c(C)cc(/C=C3\NC(=O)NC3=O)c2C)c1
 : 2	-2	1	-8	2	-10	20	2.0	20
COc1ccc(Cl)cc1C(=O)C1CCCN(Cc2cnc(N3CCOCC3)s2)C1 (stereo not given)
 : 11	-5	-2	-2	7	9	-4	-1.1	10
CN(CC(=O)Nc1ccc(F)c(F)c1F)C(=O)CCCc1nc2ccccc2c(=O)[nH]1
 : 1	0	-1	-2	-2	7	11	0.1	-13
CCCCCN(C(=O)COC(=O)c1ccc(C)cc1)c1c(N)n(CCCC)c(=O)[nH]c1=O
 : 1	-7	0	-5	12	-1	34	-0.7	9
CCCCN1C(=N)N([C@@H](CCC)CN2CCC[C@H]2CN2C(N)=NC[C@@H]2Cc2ccccc2)C[C@H]1[C@H](C)CC
 : -3	-2	-1	-3	26	12	-11	0.3	-2
Cc1cc(C(=O)N2CCC(C(=O)O)CC2)c(C)o1
 : -9	-1	0	-5	-6	9	17	0.7	-17
O=C(/C=C/c1ccco1)Nc1ccc(CN2CCOCC2)cc1
 : 0	5	3	-1	14	14	-47	7.2	-1
COc1ccc(CC(=O)NNC(=O)c2cc(C)oc2C)cc1OC
 : -2	-2	1	10	-2	-38	7	-1.4	-2
Fc1cc(F)cc(-c2c(-c3ccccc3)ncc3ccc(F)cc23)c1
 : 5	15	10	-4	20	3	16	5.8	28
COc1ccccc1Nc1nn2c(=O)c3ccc(C(=O)N4CCC(C)CC4)cc3nc2s1
 : -1	0	0	3	2	27	27	-1.6	28
Cc1ccc(C2NC(=O)NC(O)(C(F)(F)F)C2C(=O)c2cccs2)o1 (stereo not given)
 : 3	3	-2	-3	-7	-4	23	0.0	-13
c1ccc(CSc2ncnc3c2cnn3-c2ccccc2)cc1
 : 6	-12	-1	-2	10	0	-116	6.2	16
CC(C)N(C(=O)[C@H]1CC(CC(=O)NCC23CC4CC(CC(C4)C2)C3)C(=O)N2CCc3c([nH]c4ccccc34)[C@]12C)C(C)C (stereo not given in full)
 : 7	10	22	-2	6	-2	59*	3.2	25
O=C(NCc1ccccc1)c1cccc2c1C(=O)c1ccc(/C=C/c3ccccc3)cc1S2(=O)=O
 : -5	0	3	1	-4	-2	77*	-1.1	6
Cc1ccc(CSCCNC(=O)/C=C/c2ccc(Cl)cc2)cc1
 : 1	53*	-1	2	-9	-11	-14	-2.2	17
O=C(CSc1nnc(-c2ccccc2Br)o1)N1CCOCC1
 : 1	8	-1	-1	1	11	-18	4.6	17
O=C(O)c1cc(S(=O)(=O)NCC2COc3ccccc3O2)ccc1Cl (stereo not given)
 : -6	0	0	-1	0	5	-8	0.7	-9

This is a subset (hit frequency here may not be typical).
